# APP 5'UTR act – activators of APP 5'UTR luciferase reporter, primary screen, SH-SY5Y cells. AID 1276, 2008. SH-SY5Y APP 5'UTR luciferase reporter, luminescence; zero percent = DMSO vehicle wells. activation, % at 2 µM. 1% of 190,000 active;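 active = activation above a set limit, based on mean plus 3 SD of controls, cut at about 140% in these data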; also: values of inactives mirror those of a sister screen read the other way
# STAT3 inh – IL-6 driven STAT3 reporter inhibitors, primary screen, U3A cells, luciferase, luminescence, MLSCN library | IL-6 STAT3-luciferase reporter; host cell line lacks STAT1 | inhibition, % at 5.5 µM | 0.89% of 190,000 active | AID 862, 2007;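 active = inhibition above the mean inhibition across all screened compounds plus 3 SD, cut at about 44% in these data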;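 also: 0% = DMSO only wells and 100% = 100 µM nifuroxazide control wells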
# FLuc inh counter – firefly luciferase enzyme inhibitors, primary screen, artefact control for luciferase-based inhibitor screens, biochemical, luminescence, ATPLite; Luciferin 4-monooxygenase (Photinus pyralis), P08659; 10 min; inhibition, % at 10 µM; 1.5% of 200,000 active;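 active = inhibition above about 50% when tested at 10 µM, limit read from the data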
# Target sequence (P08659 whole entry, looked up): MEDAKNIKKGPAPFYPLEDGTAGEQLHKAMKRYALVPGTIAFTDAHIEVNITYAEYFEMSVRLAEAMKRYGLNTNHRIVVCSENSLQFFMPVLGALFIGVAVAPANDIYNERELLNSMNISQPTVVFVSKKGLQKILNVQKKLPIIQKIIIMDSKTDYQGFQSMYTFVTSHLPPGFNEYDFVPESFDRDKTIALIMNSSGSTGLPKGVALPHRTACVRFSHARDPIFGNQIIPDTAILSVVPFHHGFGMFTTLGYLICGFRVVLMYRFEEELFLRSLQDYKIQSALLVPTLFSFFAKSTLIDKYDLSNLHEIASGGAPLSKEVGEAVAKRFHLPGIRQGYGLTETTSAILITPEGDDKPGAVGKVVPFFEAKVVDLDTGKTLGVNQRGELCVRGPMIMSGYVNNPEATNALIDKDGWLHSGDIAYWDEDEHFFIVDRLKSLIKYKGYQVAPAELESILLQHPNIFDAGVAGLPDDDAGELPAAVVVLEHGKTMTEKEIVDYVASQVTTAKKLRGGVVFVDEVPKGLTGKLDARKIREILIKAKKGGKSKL
# STAT1 act – STAT1 signaling activators, primary screen, cell-based, HTS, luciferase reporter. NIH 3T3 STAT1-luciferase reporter, IFN-gamma, luminescence; 100% = IFN-gamma alone, no compound. activation (% of control), % at 5.5 µM. 2.6% of 200,000 active;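 active = activation above the screen-wide mean activation plus 3 SD, cut at about 130% in these data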;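 also: raw ratio to IFN-gamma control signal so 100% means no change and 0% no light; values of inactives mirror those of a sister screen read the other way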
# APP transl inh – inhibitors of APP translation via 5'UTR reporter, primary screen, APP 5'UTR luciferase, SH-SY5Y cells; SH-SY5Y APP 5'UTR-luciferase reporter, luminescence; inhibition, % at 2 µM; 0.82% of 190,000 active;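 active = inhibition above a set limit, derived from the sample mean plus 3 SD, cut at about 45% in these data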; also: values of inactives mirror those of a sister screen read the other way
# RAM network inh – inhibitors of the yeast RAM network, primary screen, dse1pr::URA3 reporter, 5-FOA selection; AID 868, 2007; 1.8% of 190,000 active; S. cerevisiae dse1pr::URA3 reporter, 5-FOA growth OD615, 2 d; analog-sensitive cbk1-as2 kinase mutant strain; inhibition, % at 50 µM;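 active = inhibition above a set limit, 3 SD over mean compound inhibition, cut at about 8.4% in these data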;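 also: 0% = DMSO-only wells with no growth and 100% = 10 µM 1-NA-PP1 full growth; inhibition rescues growth on 5-FOA so higher OD means more RAM inhibition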
# NF-kB neuron act – activators of NF-kB expression in neurons, primary screen, cell-based, HTS | fold change at 12.5 µM | human neuronal cells, NF-kB reporter expression; stronger effect = higher value | AID 1239, 2008 | 1.6% of 190,000 active; in the data active = fold change above about 3.3
# STAT3 act – IL-6 driven STAT3 reporter potentiators, primary screen, U3A cells, luciferase, luminescence, MLSCN library | activation (% of control), % at 5.6 µM | AID 871, 2007 | 0.91% of 190,000 active | IL-6 STAT3-luciferase reporter; 100% = signal with IL-6 EC80 alone;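 active = activation above the screen-wide mean of compound activation plus 3 SD, cut at about 130% in these data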;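 also: 0% = background luminescence of wells with medium and substrate only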
#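 Material: human U3A cells carrying STAT3-luciferase construct. Measured by: reporter luminescence signal. Timing: compound 1 h, then IL-6 6 h at 37 °C.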
# STAT1 inh – STAT1 signaling inhibitors, primary screen, cell-based, HTS, luciferase reporter; inhibition, % at 5.5 µM; 0.35% of 200,000 active; NIH 3T3 STAT1-luciferase reporter, IFN-gamma, luminescence;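 active = inhibition above a set limit, the mean inhibition across all tested compounds plus 3 SD, cut at about 34% in these data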;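 also: 0% = IFN-gamma with DMSO and 100% = IFN-gamma with 300 µM nifuroxazide; values of inactives mirror those of a sister screen read the other way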
# Hsp70 act – Hsp70 transcriptional activators, primary screen, cell-based, HeLa, Hsp70 promoter luciferase, luminescence, 10 µM. HeLa Hsp70 promoter luciferase reporter; scaled: vehicle 0, proteasome-inhibitor control 100%. activation, % at 10 µM. 0.04% of 200,000 active. AID 1203, 2008;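 active = activation above the mean across all tested compounds plus 3 SD, cutoff set per campaign, cut at about 5.5% in these data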;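 also: 100% = MG132 at 30 µM as the positive control and 0% = DMSO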
# * = called active by the depositor; . = no result given.
# Value order – APP 5'UTR act	STAT3 inh	FLuc inh counter	STAT1 act	APP transl inh	RAM network inh	NF-kB neuron act	STAT3 act	STAT1 inh	Hsp70 act
Cc1cc(NS(=O)(=O)c2ccc(NC(=O)CCCC(=O)O)cc2)nc(C)n1
→ -9	1	-7	104	9	1.3	1.1	99	-4	-0.3
O=C(C[n+]1ccc(-c2cc(C(=O)Nc3cccc(C(F)(F)F)c3)c3ccccc3n2)cc1)c1cccc([N+](=O)[O-])c1
→ 17	-12	9	103	-17	1.4	1.1	109	-3	-0.3
C/C(=N\NC(=O)CCC(=O)Nc1ccccc1)c1cccs1
→ 1	-7	0	96	-1	1.1	1.3	103	6	-0.3
COc1ccc(NC(=O)/C=C/c2ccc(F)cc2)cn1
→ 19	7	28	136*	-19	-0.1	2	96	-40	-0.3
COCCCNC(=O)CS(=O)(=O)Cc1nc(-c2cccc(OC)c2)oc1C
→ 3	-9	-8	104	-3	1.1	1	110	-4	-0.4
O=C(Nc1ccccc1)c1ccc(F)c(S(=O)(=O)N2CCOCC2)c1
→ -1	10	-4	97	1	4.5	0.78	95	4	-0.3
Oc1ccccc1C(=S)N1CCCCCC1
→ -2	-4	-6	96	2	0.6	1.3	106	4	-0.1
CCN(CCCn1c(=S)[nH]c2ncccc2c1=O)c1ccccc1
→ -15	11	-8	102	15	0.4	0.93	94	-2	-0.2
CC(C(=O)Nc1ccccc1)N(C)CCOc1ccc(Br)cc1 (stereo not drawn)
→ 19	2	1	108	-19	1.0	1.1	100	-8	-0.1
CC(C)Oc1ccc(Br)cc1/C=N\NC(N)=S
→ -9	4	-1	116	9	5.9	0.84	100	-18	-0.2
COc1cc(CCC(=O)Nc2cccc(S(=O)(=O)N(C)C)c2)cc(OC)c1OC
→ -15	6	-2	104	15	1.8	0.92	97	-4	-0.2
Cc1ccc(Cn2cccc2C2=NC(C)CO2)cc1 (stereo not drawn)
→ 0	6	-1	97	0	-0.3	0.96	100	4	-0.4
CCC(=O)Nc1ccc(OC)cc1OC
→ 11	2	-10	97	-11	2.2	1.3	101	-2	-0.2
Cc1ccc(CNC(=O)CN(C)S(=O)(=O)c2cccc3cccnc23)cc1
→ -13	6	-1	108	13	4.2	1.2	99	-9	-0.3
Cc1cccc(N2CCN(Cc3nc(-c4cccc(Cl)c4)oc3C)CC2)n1
→ 9	-3	-5	98	-9	0.4	0.86	104	0	-0.3
OC(C#Cc1ccccn1)c1cccs1 (stereo not drawn)
→ -8	15	6	99	8	0.3	1.4	89	1	-0.2
Cc1cc(C(=O)N2CC(C)CC(C)C2)n(-c2ccccc2)n1 (stereo not drawn)
→ 21	-5	-8	94	-21	-0.6	1.1	104	7	0.1
Cn1nnnc1SCCOc1ccc(C#N)cc1
→ 8	10	-7	110	-8	0.0	1.4	93	-10	0.1
Cc1nc(-c2ccccc2)sc1-c1nc(-c2ccncc2)ncc1S(=O)(=O)c1ccccc1
→ 0	-6	-3	93	0	0.8	0.81	109	8	0.2
CC(C)C(=O)NC(=S)Nc1ccc(S(=O)(=O)Nc2ccccc2)cc1
→ -1	6	-5	100	1	0.8	1.1	97	0	-0.3
COC(=O)C1(c2ccccc2)NC(c2cccs2)C2C(=O)N(c3ccccc3)C(=O)C21 (stereo not drawn)
→ -24	1	.	105	24	4.1	1.4	103	-2	-0.1
COC(=O)c1cc2sccc2n1Cc1ccc(C)cc1
→ -21	6	-4	101	21	-0.5	1	99	-1	-0.4
O=S(=O)(c1cccc2nsnc12)N1CCN(c2ncccn2)CC1
→ -3	8	-6	100	3	-1.0	0.86	97	0	-0.3
CC(=O)Nc1ccc(C(C#N)c2ccccc2)cc1 (stereo not drawn)
→ 5	8	-3	99	-5	1.6	1.2	95	-1	-0.1
Cc1[nH]c(=O)c(C(=O)/C=C/c2ccccc2)c2c1CCCC2
→ -9	12	-6	79	9	1.4	2.2	96	23	0.1
O=C(NCCOc1ccc(Cl)cc1)C1CC(=O)N(c2ccc(F)cc2)C1 (stereo not drawn)
→ 7	9	0	102	-7	3.1	0.97	101	-2	-0.2
CNC(=O)N(O)C1N(C)C(=O)N(Cc2ccccc2)C1(C)C (stereo not drawn)
→ -14	2	-1	99	14	2.4	0.96	102	1	-0.3
Cc1nc(S(=O)(=O)N(C)c2ccccc2)c(C#N)c(C)c1Cl
→ 16	13	-8	85	-16	0.6	0.85	92	16	-0.4
CC(=O)NCC(=O)OCC(=O)Nc1ccc(C(C)=O)cc1
→ 13	1	-4	99	-13	1.1	1.1	103	0	-0.3
COc1ccc(C(=O)C(/C=N/O)=N/Nc2ccc(F)cc2)cc1
→ 16	12	1	101	-16	3.1	0.98	100	-2	-0.3
CCCCNC(=O)NS(=O)(=O)c1ccc(C(=O)OC(C)C)o1
→ -4	13	-1	103	4	1.2	1	91	-3	-0.2
Cn1c(=O)c2c(nc(NCCc3ccccc3)n2Cc2ccccc2)n(C)c1=O
→ 7	14	-8	70	-7	-0.2	0.98	90	33	-0.6
O=C(Nc1ccncc1)c1cncc(Br)c1
→ 13	9	0	95	-13	1.2	1	95	6	-0.3
Cc1cccc(-c2cc(C(=O)Nc3ccc4c(c3)OCCO4)c3ccccc3n2)c1
→ -9	3	6	104	8	3.8	0.51	106	-5	-0.3
CCCSc1nc(C)cc(C)c1S(C)(=O)=O
→ -3	9	-4	102	3	0.9	0.93	102	-4	-0.2
O=C(CNC(=O)c1ccccc1)OC1CCCCC1
→ 94	7	48	135*	-94	0.4	2.9	99	-38	-0.3
COc1cc(-c2c(C#N)c(=O)[nH]c3c2c(C)nn3-c2ccccc2)ccc1O
→ 6	5	-9	101	-6	3.9	1.2	98	-1	0.2
O=[N+]([O-])c1ccccc1S(=O)(=O)NC1CCCC1
→ 17	3	-5	90	-17	1.6	1.6	100	9	-0.2
c1ccc(Cn2nnc3c(N4CCc5ccccc5C4)ncnc32)cc1
→ 0	7	-6	109	0	8.2	1.3	97	-10	-0.1
Cc1ccccc1NC(=O)c1ccc(Nc2c([N+](=O)[O-])cc([N+](=O)[O-])c3ccccc23)cc1
→ 17	20	-6	99	-17	8.2	0.45	83	1	-0.2

# Some of these compounds in order of length of the SMILES, high to low:
# Value order – APP 5'UTR act	STAT3 inh	FLuc inh counter	STAT1 act	APP transl inh	RAM network inh	NF-kB neuron act	STAT3 act	STAT1 inh	Hsp70 act
COc1cc(-c2c(C#N)c(=O)[nH]c3c2c(C)nn3-c2ccccc2)ccc1O
→ 6	5	-9	101	-6	3.9	1.2	98	-1	0.2
Cc1cccc(-c2cc(C(=O)Nc3ccc4c(c3)OCCO4)c3ccccc3n2)c1
→ -9	3	6	104	8	3.8	0.51	106	-5	-0.3
Cc1cc(NS(=O)(=O)c2ccc(NC(=O)CCCC(=O)O)cc2)nc(C)n1
→ -9	1	-7	104	9	1.3	1.1	99	-4	-0.3
Cc1[nH]c(=O)c(C(=O)/C=C/c2ccccc2)c2c1CCCC2
→ -9	12	-6	79	9	1.4	2.2	96	23	0.1
Cc1cc(C(=O)N2CC(C)CC(C)C2)n(-c2ccccc2)n1 (stereo not drawn)
→ 21	-5	-8	94	-21	-0.6	1.1	104	7	0.1
O=[N+]([O-])c1ccccc1S(=O)(=O)NC1CCCC1
→ 17	3	-5	90	-17	1.6	1.6	100	9	-0.2
COc1ccc(NC(=O)/C=C/c2ccc(F)cc2)cn1
→ 19	7	28	136*	-19	-0.1	2	96	-40	-0.3
COC(=O)c1cc2sccc2n1Cc1ccc(C)cc1
→ -21	6	-4	101	21	-0.5	1	99	-1	-0.4
O=C(Nc1ccncc1)c1cncc(Br)c1
→ 13	9	0	95	-13	1.2	1	95	6	-0.3
Cn1nnnc1SCCOc1ccc(C#N)cc1
→ 8	10	-7	110	-8	0.0	1.4	93	-10	0.1
OC(C#Cc1ccccn1)c1cccs1 (stereo not drawn)
→ -8	15	6	99	8	0.3	1.4	89	1	-0.2

# Carrying on:
# Value order – APP 5'UTR act	STAT3 inh	FLuc inh counter	STAT1 act	APP transl inh	RAM network inh	NF-kB neuron act	STAT3 act	STAT1 inh	Hsp70 act
COCc1cc(C)nc(N/N=C/c2ccc(Cl)c(Cl)c2)c1C#N
→ -18	-1	-4	94	18	0.1	1.3	99	7	-0.4
Cc1noc(C(=O)Nc2c(C)nn(Cc3ccccc3)c2C)c1Cl
→ 5	3	-2	103	-5	1.6	1.3	105	-3	-0.3
N#C/C(=C\c1ccc2c(c1)OCCO2)C(=O)NC1CCCCC1
→ 17	18	9	94	-17	4.3	1.1	86	7	-0.3
O=C(Nc1ccccc1N1CCCC1)c1cccnc1Cl
→ 8	0	2	91	-8	0.3	1.1	103	5	-0.5
Cc1ccc(-c2nc3c(cnn3-c3ccccc3)c(=O)o2)cc1
→ -29	12	-3	99	29	3.9	1.2	95	1	-0.3
CCCC(=O)Nc1ccc(N2CCN(C(=O)c3ccccc3C)CC2)cc1
→ -16	-11	-7	101	16	2.5	0.99	113	-2	-0.4
CC(C)OC(=O)CSc1nnc(CNc2ccc(Cl)cc2)n1Cc1ccccc1
→ 8	19	-9	91	-8	-0.4	0.81	88	10	0.0
O=C(Nc1cc(S(=O)(=O)N2CCCC2)ccc1OCC(F)(F)F)c1ccccc1F
→ -15	10	-6	96	15	2.4	1	94	4	-0.2
O=S(=O)(/N=C(/Nc1ccccc1)C(F)(F)F)c1ccccc1
→ -5	2	-7	101	5	0.7	1.2	96	-1	-0.2
COc1ccc(N2C(=O)C3CCCN3C2=O)cc1 (stereo not drawn)
→ -20	4	1	100	20	0.7	1.1	100	1	-0.2
COc1cc2c(cc1NC(=O)COC(=O)c1ccc(C(C)(C)C)cc1)oc1ccccc12
→ 32	2	-6	98	-32	2.1	1.1	95	2	-0.5
O=C(CC(c1ccccc1O)N1CCCCC1)N1CCCCC1 (stereo not drawn)
→ 23	6	-1	110	-23	0.5	1.6	97	-11	-0.2
CCCCCC(=O)c1c(C)[nH]c(C(=O)OCC)c1C
→ 20	4	-3	102	-20	2.4	1.6	100	-2	0.1
CCN(CCCNC(=O)C1CCC(=O)N1C1CCCC1)c1cccc(C)c1 (stereo not drawn)
→ 0	8	1	103	0	2.0	0.98	100	-3	-0.1
O=C1Nc2ccc(F)cc2C12Nc1ccccc1-c1nnc(SCc3ccccc3)nc1O2 (stereo not drawn)
→ -5	8	-1	113	5	0.9	1.4	101	-10	0.1
